KCNQ1 act: potentiators or activators of KCNQ1 channel, primary screen, cell-based, thallium flux, high-throughput; Potassium voltage-gated channel subfamily KQT member 1 (Homo sapiens), P51787; CHO-K1 KCNQ1, thallium flux FluxOR fluorescence; stronger effect = higher value; B-score at 10 µM; 0.35% of 310,000 active;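 active means fluorescence ratio B-score, a plate-corrected score, at least three library SD, with initial intensity B-score within 5 SD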
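Test system: CHO-K1 cells stably expressing KCNQ1 / Medium: assay buffer / Also added: depolarizing K+/Tl+ stimulus, K2SO4 and Tl2SO4 each 12.5 mM in 5x stock / Incubation: 90 min dye loading and 20 min compound exposure, both at room temperature / Signal: thallium influx via FluxOR fluorescence, kinetic imaging / Evaluation: B score of baseline-normalized fluorescence ratio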
KCNQ1 block: inhibitors of human KCNQ1 channel, primary screen, cell-based, thallium flux, high-throughput; 1.3% of 310,000 active; B-score at 10 µM; Potassium voltage-gated channel subfamily KQT member 1 (Homo sapiens), P51787; CHO-K1 KCNQ1, FluxOR thallium flux fluorescence; stronger effect = higher value;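 active means compounds whose thallium flux B-score, printed positive for inhibition, exceeds three library SD while starting fluorescence stays within three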;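 further: channel opened by potassium depolarization with thallium stimulus after 20 min compound exposure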
RGS4 pot: RGS4 potentiators or activators, primary screen, cell-based, HEK293 M3R inducible RGS4, calcium flux; carbachol calcium flux Fluo4; stronger effect = lower value; B-score at 10 µM; 0.92% of 310,000 active;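 active means B-score of the integrated calcium signal more than 4 SD below the library mean, with starting fluorescence not abnormally high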;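 further: negative B-score means reduced calcium response which marks RGS4 activation or potentiation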
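Assay system: Inducible-RGS4 HEK293 cells carrying M3 receptor | Schedule: Compound preincubation 20 min at room temperature before agonist | Signal: Kinetic calcium fluorescence imaging with Fluo4-AM dye, 2 µM | Read-out basis: B score from integrated fluorescence ratio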
TMEM16A act: TMEM16A chloride channel activators or potentiators, primary screen, cell-based, HTS; HEK293 TMEM16A/YFP-H148Q/I152L, iodide quench fluorescence; stronger effect = lower value; B-score at 10 µM; 0.3% of 340,000 active; AID 623877, 2012;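 active means fluorescence-ratio B-score plate-corrected deviation score at least 3 library SD below zero, with starting fluorescence score within 5 deviations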;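 further: channel opened by trigger with iodide after compound preincubation; score built on the fluorescence ratio of max minus min over baseline; more negative score means more quench and so TMEM16A activation or potentiation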
TMEM16A inh: TMEM16A chloride channel inhibitors, primary screen, cell-based, HTS; AID 588511, 2011; HEK293 TMEM16A/YFP iodide influx fluorescence, ionomycin; normalized B-score (activity score, 25-100; higher = stronger inhibition) at 10 µM; Anoctamin-1 (Mus musculus), Q8BHY3; 1.2% of 310,000 active;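 active means ratio plate-corrected score three or more library SD toward inhibition, starting fluorescence score within five deviations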;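 further: score derived from kinetic fluorescence span divided by baseline fluorescence per well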
hERG protect: hERG rescue from dofetilide block, primary screen, cell-based, CHO-hERG, FluxOR thallium flux, dofetilide IC70; Voltage-gated inwardly rectifying potassium channel KCNH2 (Homo sapiens), Q12809; dofetilide IC70 present; activation (rescue from dofetilide block), less the hit threshold, % at 10 µM; 0.51% of 310,000 active; AID 1511, 2009;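 active means activation above the mean of controls blocked by dofetilide plus 5 SD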;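 further: thallium influx through hERG after potassium depolarization seen as dye fluorescence rise; in these data hits start at about 4.7%; inactives centre near -7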
Target sequence (Q12809 whole entry, looked up): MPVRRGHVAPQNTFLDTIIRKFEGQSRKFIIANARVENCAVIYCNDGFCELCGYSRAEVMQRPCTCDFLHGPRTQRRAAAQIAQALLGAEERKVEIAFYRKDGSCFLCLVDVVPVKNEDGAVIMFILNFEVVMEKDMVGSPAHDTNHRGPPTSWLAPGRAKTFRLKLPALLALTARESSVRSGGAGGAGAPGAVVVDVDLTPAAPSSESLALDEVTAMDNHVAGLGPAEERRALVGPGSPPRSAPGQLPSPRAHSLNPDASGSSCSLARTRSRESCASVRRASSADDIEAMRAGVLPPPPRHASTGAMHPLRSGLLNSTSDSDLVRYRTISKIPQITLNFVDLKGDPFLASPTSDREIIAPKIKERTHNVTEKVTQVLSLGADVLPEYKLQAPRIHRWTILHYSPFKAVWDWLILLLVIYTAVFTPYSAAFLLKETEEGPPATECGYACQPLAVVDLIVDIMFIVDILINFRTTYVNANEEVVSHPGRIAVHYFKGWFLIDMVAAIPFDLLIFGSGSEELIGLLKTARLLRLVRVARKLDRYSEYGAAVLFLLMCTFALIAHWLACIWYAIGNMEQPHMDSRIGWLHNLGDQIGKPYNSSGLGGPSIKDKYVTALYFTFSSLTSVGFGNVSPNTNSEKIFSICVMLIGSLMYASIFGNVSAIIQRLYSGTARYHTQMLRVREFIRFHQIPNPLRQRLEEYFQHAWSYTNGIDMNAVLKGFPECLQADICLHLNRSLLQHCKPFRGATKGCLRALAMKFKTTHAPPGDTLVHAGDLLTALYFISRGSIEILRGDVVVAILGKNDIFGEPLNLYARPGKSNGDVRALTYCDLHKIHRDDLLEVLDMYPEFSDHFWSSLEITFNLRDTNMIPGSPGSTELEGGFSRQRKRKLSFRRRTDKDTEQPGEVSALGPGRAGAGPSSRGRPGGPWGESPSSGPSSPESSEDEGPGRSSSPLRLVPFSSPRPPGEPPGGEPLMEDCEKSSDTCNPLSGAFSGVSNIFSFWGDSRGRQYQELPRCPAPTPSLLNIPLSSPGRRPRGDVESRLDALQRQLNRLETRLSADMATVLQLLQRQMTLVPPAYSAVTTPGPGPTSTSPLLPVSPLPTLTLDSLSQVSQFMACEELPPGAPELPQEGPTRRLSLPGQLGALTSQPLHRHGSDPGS
MrgX1 agonist: agonists of human MrgX1 receptor, primary screen, HEK293 cells, Fluo-4 calcium flux; Fluo-4 calcium fluorescence, agonist mode; stronger effect = higher value; 0.44% of 310,000 active; Mas-related G-protein coupled receptor member X1 (Homo sapiens), Q96LB2; B-score at 10 µM;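 active means calcium response B-score plate-corrected fluorescence ratio at least 3 library SD, with starting fluorescence B-score inside 5 SD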
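Material – MrgX1-expressing HEK293 cells · Input – 15,000 cells seeded per well · Dosing – compound as first of three additions · Times – overnight seeding, then 1 h dark dye loading · Measured by – kinetic Fluo-4 NW fluorescence of intracellular calcium · Read-out – B-scored fluorescence response ratio · Benchmarks – positive and negative control wells on each plate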
RGS4 inh: RGS4 inhibitors, primary screen, cell-based, HEK293 M3R inducible RGS4, calcium flux; Regulator of G-protein signaling 4 (Homo sapiens), P49798; AID 463165, 2010; Fluo-4 calcium flux; stronger effect = higher value; triggered by carbachol at its EC20; 0.45% of 310,000 active; B-score at 10 µM;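 active means B-score, a plate-corrected calcium signal, over three deviations above library mean, with baseline fluorescence within five deviations of library mean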;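 further: RGS4 expression induced by doxycycline in cells with stable M3 receptor; B-score is computed from the integrated fluorescence ratio over baseline after carbachol; higher B-score means a larger calcium signal and so more RGS4 inhibition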
MrgX1 PAM: positive allosteric modulators of MrgX1, primary screen, HEK293 cells, Fluo-4 calcium flux. FDSS; stronger effect = higher value. B-score at 10 µM. 0.63% of 310,000 active. AID 588675, 2011;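 active means plate-corrected calcium response at least 3 library SD above typical, normal starting fluorescence, not activating the receptor alone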;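 further: compound read alongside a low EC10 to EC30 dose of BAM8-22 agonist; peak minus trough fluorescence over baseline measured at the second addition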
KCNK9 inh: KCNK9 potassium channel inhibitors, primary screen, HEK293 cells, thallium flux; FluxOR thallium flux fluorescence; stronger effect = lower value; B-score at 10 µM; 1.2% of 310,000 active; AID 488922, 2010;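 active means ratio B-score over 3 SD below the library mean, with starting fluorescence within 5 SD of its mean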;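 further: negative B-score means less thallium flux so channel inhibition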
KCNK3 block: human KCNK3 channel inhibitors, primary screen, CHO cells, FluxOR thallium flux, B-score | Potassium channel subfamily K member 3 (Homo sapiens), O14649 | FluxOR fluorescence; stronger effect = lower value | B-score at 10 µM | 0.84% of 340,000 active;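 active means B-score under library mean minus 4 SD, starting fluorescence ratio at most library mean plus 5 SD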;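 further: more negative B-score means stronger inhibition of thallium flux through KCNK3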
Active calls of the source: *; i = inactive.

no.	Molecule	KCNQ1 act	KCNQ1 block	RGS4 pot	TMEM16A act	TMEM16A inh	hERG protect	MrgX1 agonist	RGS4 inh	MrgX1 PAM	KCNK9 inh	KCNK3 block
1	Cc1cc(C)c(S(=O)(=O)c2ccccc2)c(OC(=O)c2c(F)cccc2F)n1	i	i	i	i	i	-6.4	i	i	i	i	i
2	Cc1nn(-c2ccccc2)nc1C(=O)Oc1cc(C(F)(F)F)nn1-c1ccccc1	i	i	i	i	i	-1.1	i	i	i	i	i
3	Cc1cccc(CCNC(=O)c2cc(S(=O)(=O)N3CCOCC3)cn2C)c1	i	i	i	i	i	-8.2	i	i	i	i	i
4	CCOc1ccccc1NC(=O)Cn1[nH]c(=O)c2ccccc2c1=O	i	i	i	i	i	-16.5	i	i	i	i	i
5	CCCCn1c(N)c(N(CCOC)C(=O)c2oc3ccc(OCC)cc3c2C)c(=O)[nH]c1=O	i	i	i	i	i	-14.6	i	i	i	i	i
6	Cc1c(N=Cc2ccc(Cl)o2)c(=O)n(-c2ccccc2)n1C	i	i	i	i	i	-15.2	i	i	i	i	i
7	CSc1nc(N)nc(SCC(=O)C23CC4CC(CC(C4)C2)C3)c1C#N	i	i	i	i	i	-16.1	i	i	i	-7.45*	i
8	CCCc1nc2ccc([N+](=O)[O-])cc2[nH]1	i	i	i	i	i	-1.0	i	i	i	i	i
9	CN(C)S(=O)(=O)c1cccc(C(=O)OCC(=O)NCc2ccccc2)c1	i	i	i	i	i	-8.1	i	i	i	i	i
10	O=C(Nc1cccc(S(=O)(=O)NC2=NCCC2)c1)C1CC(=O)N(c2ccc3c(c2)OCCO3)C1 (centres undefined)	i	i	i	i	i	-13.2	i	i	i	i	i
11	COc1cccc(NC(=O)c2ccc(-n3cccn3)nc2)c1	i	i	i	i	i	-13.3	i	i	i	i	i
12	COc1ccc(NC(=O)C2C3C=CC4(CN(Cc5cccnc5)C(=O)C24)O3)c(OC)c1 (centres undefined)	i	i	i	i	i	-5.5	i	i	i	i	i
13	CCC(OC(C)=O)c1cc2c(cc1[N+](=O)[O-])OCCO2 (centres undefined)	i	i	i	i	i	-13.5	i	i	i	i	i
14	CC1=C(C(=O)OCc2ccccc2)C(c2ccc([N+](=O)[O-])cc2)NC(=O)N1 (centres undefined)	i	i	i	i	i	-7.8	i	i	i	i	i
15	O=C(CN1C(=O)COc2ccc(S(=O)(=O)N3CCCC3)cc21)NCc1ccccn1	i	i	i	i	i	-11.4	i	i	i	i	i
16	CCCCn1c(SCc2cccc([N+](=O)[O-])c2)nc2ccsc2c1=O	i	6*	-8.05*	i	i	-19.5	i	i	i	-16.1*	i
17	O=C(CN1C(=O)c2cccc3cccc1c23)NCc1ccccn1	i	i	i	i	i	-12.1	i	i	i	i	i
18	COc1cc(-c2csc(CCn3nc(C)cc3C)n2)cc(OC)c1OC	i	i	i	i	i	-12.5	i	i	i	-6.75*	i
19	Cc1nc(SCC(=O)NCc2ccco2)c2oc3ccccc3c2n1	i	i	i	i	i	-0.5	i	i	i	i	i
20	O=S1(=O)CC(O)C(N(CCO)C(=S)Nc2ccccc2)C1 (centres undefined)	i	i	i	i	i	-6.5	i	i	i	i	i
21	CCOC(=O)c1cnc2c(Cl)cc(Cl)cc2c1NCCOCCO	i	i	i	i	i	-2.7	i	i	i	i	i
22	N#CCSc1nnc2c(Cl)cc(Cl)cn12	i	i	i	i	i	-1.6	i	i	i	i	i
23	CCOC(=O)C1=C(C)N(C)C(=S)NC1c1ccc(Cl)cc1Cl (centres undefined)	i	i	i	i	i	-9.8	i	i	i	i	i
24	CCc1cc(SC#N)cc(C)c1NC(=O)CCl	i	i	i	i	i	-1.7	i	i	i	i	i
25	O=C(COC(=O)c1ccc(OC(F)F)cc1)NCCNC(=O)COC(=O)c1ccc(OC(F)F)cc1	i	i	i	i	i	-7.6	i	i	i	i	i
26	Fc1ccc(-n2nnnc2-c2ccccc2Cl)cc1	i	i	i	i	i	-10.1	i	i	i	i	i
27	Clc1ccc(-c2noc(CSc3nnc(Cc4cccs4)n3-c3ccccc3)n2)cc1	i	i	i	i	i	-12.4	i	i	i	i	i
28	CCc1cccc(C)c1NC(=O)c1cccnc1	i	i	i	i	i	-2.0	i	i	i	i	i
29	CCCCN(CC)CCNC(=O)c1cn(-c2ccc(Cl)cc2)c(=O)c2ccccc12	i	i	i	i	i	-18.4	i	i	i	i	i
30	COc1ccc(-c2nc(C#N)c(N3CCC(C)CC3)o2)cc1	i	i	i	i	i	-1.4	i	i	i	i	i
31	COc1ccc(-c2nc(C#N)c(NCCCn3ccnc3)o2)cc1OC	i	i	i	i	i	-13.7	i	i	i	i	i
32	COc1ccc(-c2csc(Cc3nnc4n3CCCCC4)n2)cc1OC	i	i	i	i	i	-9.6	i	i	i	i	i
33	O=C(NCCCN1CCN(c2ccccc2F)CC1)Nc1ccc(F)cc1	i	i	i	i	i	-1.7	i	i	i	i	i
34	Cc1ccc(NC(=O)Nc2cccnc2)cc1	i	i	i	i	i	-1.8	i	i	i	i	i
35	COc1ccc(-c2cnc3nc[nH]c(=O)c3n2)cc1	i	i	i	i	i	-10.4	i	i	i	i	i
36	CCCN1CCN(CCCNC(=O)c2ccc(CS(=O)c3ccc(OC)cc3)o2)CC1 (centres undefined)	i	i	i	i	i	-6.0	i	i	i	i	i
37	COc1ccc(-c2noc(C3CCCN(C(=O)c4ccccc4C)C3)n2)cc1 (centres undefined)	i	i	i	i	i	-11.7	i	i	i	i	i
38	CCOC(=O)CC(=O)CSc1ccc2nnc(-c3ccccc3)n2n1	i	i	i	i	i	-10.0	i	i	i	i	i
39	O=C(NC1CCCCC1)n1c(=O)oc2ccccc21	i	i	i	i	i	-22.1	i	i	i	i	i
40	Cc1ccc(NN=C2C(=O)OC(C)(C)OC2=O)c(C)c1	i	i	i	i	i	-6.5	i	i	i	i	i
41	Cc1nn(Cc2ccccc2)c(Cl)c1C(=O)OCc1nnc(-c2ccccc2)o1	i	i	i	i	i	-16.5	i	i	i	i	i
42	Cc1ccc(C2C3=C(CC(C)(C)CC3=O)NC3=C2C(=O)CC(C)(C)C3)o1	i	i	i	i	i	-2.9	i	i	i	i	i
43	OC(COCc1ccc2c(c1)OCO2)CN1CCC(Cc2ccccc2)CC1 (centres undefined)	i	i	i	i	i	-19.7	i	i	i	i	i
44	Cc1ccc(C)c(N2CCN(C(=O)c3cc4c(C)nc5ccccc5c4o3)CC2)c1	i	i	-8.5*	i	i	-3.6	i	i	i	-8.79*	i
45	O=c1[nH]n(-c2ncnc3c2cnn3-c2ccccc2)c(=O)c2ccccc12	i	i	i	i	i	-5.3	i	i	i	i	i
46	O=S(=O)(c1ccc(Br)c2nsnc12)N1CCOCC1	i	i	i	i	i	-5.5	i	i	i	i	i
47	CC(C)(C)OC(=O)N1CCC[C@H]1c1nnc(SCc2ccccc2Cl)o1	i	i	i	i	i	-10.4	i	i	i	i	i
48	Cc1ccc(-c2nc(N)sc2-c2ccccc2)cc1C	i	i	i	i	i	-2.4	i	i	i	i	i
49	COc1ccc(CC(=O)OCC(=O)NCc2ccco2)cc1OC	i	i	i	i	i	-8.0	i	i	i	i	i
50	COC(=O)C1=Cc2cc(OC)cc([N+](=O)[O-])c2OC1N1CCOCC1 (centres undefined)	i	i	i	i	i	-3.0	i	i	i	i	i

Continued:
no.	Molecule	KCNQ1 act	KCNQ1 block	RGS4 pot	TMEM16A act	TMEM16A inh	hERG protect	MrgX1 agonist	RGS4 inh	MrgX1 PAM	KCNK9 inh	KCNK3 block
51	Cc1ccccc1C(=O)NC(CC(C)C)C(=O)Nc1cccc(S(=O)(=O)N(C)C)c1 (centres undefined)	i	i	i	i	i	-2.1	i	i	i	i	i
52	O=C1OC(Nc2ncccn2)c2ccccc21 (centres undefined)	i	i	i	i	i	-14.7	i	i	i	i	i
53	CC(OC(=O)CCc1cc(C(C)(C)C)c(O)c(C(C)(C)C)c1)C(=O)NC1CC1 (centres undefined)	i	i	i	i	i	-17.1	i	i	i	i	i
54	CC1=CC(C)C2C(=O)N(c3ccccc3)NC(=O)C2C1 (centres undefined)	i	i	i	i	i	-8.2	i	i	i	i	i
55	O=C(Nc1ccc(CN2CCCCC2)cc1)Nc1ccc(Br)cc1Cl	i	i	i	i	i	-11.4	i	i	i	i	i
56	CN(CC(=O)NCc1ccc2c(c1)OCO2)S(=O)(=O)c1ccc(Br)s1	i	i	i	i	i	-6.9	i	i	i	i	i
57	CNc1ccccc(-c2ccc3ccccc3n2)c1=O	i	i	i	i	i	-10.2	i	i	i	i	i
58	O=C(CN1CCN(c2ccc(F)cc2)CC1)NCc1ccc(F)cc1	i	i	i	i	i	-6.5	i	i	i	i	i
59	Cc1ccc(-c2ccc(C(=O)Nc3ccccc3)o2)c2ccccc12	i	6*	i	i	i	-17.0	i	i	i	i	i
60	O=C(c1ccc(N2CCOCC2)nc1)N1CCCCC1	i	i	i	i	i	-5.3	i	i	i	i	i
61	COCCNC(=S)N/N=C(\C)c1cccc(OC)c1	i	i	i	i	i	-6.3	i	i	i	i	i
62	O=Nc1ccc(NOC(=O)c2ccccc2Br)cc1	i	i	i	i	i	-10.0	i	i	i	i	i
